Compound activity deposited in PubChem by ICCB-Longwood Screening Facility, Harvard Medical School.
PV pol inh – inhibitors of poliovirus RNA polymerase binding and polymerization. P03300. poliovirus polymerase elongation, fluorescence polarization; stronger effect = lower value. % elongation, % (compound at 16.7 µg/mL). 150,000 tested, 0.66% active. AID 588519; in the data active means % elongation below about 90%; further: some results filed as inactive read as strong as hits
Target sequence (P03300 1749-2209 limits assumed): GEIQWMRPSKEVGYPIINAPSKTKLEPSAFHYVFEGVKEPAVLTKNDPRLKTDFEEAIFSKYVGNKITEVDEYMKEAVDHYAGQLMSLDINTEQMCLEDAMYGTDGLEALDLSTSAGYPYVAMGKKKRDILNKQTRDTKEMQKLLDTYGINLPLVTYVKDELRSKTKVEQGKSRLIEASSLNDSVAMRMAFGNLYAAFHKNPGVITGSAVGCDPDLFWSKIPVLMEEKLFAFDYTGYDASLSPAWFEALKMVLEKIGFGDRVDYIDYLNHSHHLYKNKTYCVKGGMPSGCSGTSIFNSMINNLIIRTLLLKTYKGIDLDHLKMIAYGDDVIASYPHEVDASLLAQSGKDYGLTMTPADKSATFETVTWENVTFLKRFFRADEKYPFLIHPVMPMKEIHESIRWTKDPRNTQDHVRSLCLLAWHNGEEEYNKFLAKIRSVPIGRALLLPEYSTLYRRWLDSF
PV pol inh FP z-score – further read-out of PV pol inh, marked with its call; z-score; measured here: FP z-score; hits read low
Starred values were filed as active, the others as inactive; & = joins results of further samples. This is a subset, so the mix of outcomes need not match the whole.

SMILES	PV pol inh	PV pol inh FP z-score
OC1CCCCC1Sc1nc2ccccc2s1 (stereo unspecified)	101.0	0
COc1ccccc1OC(=O)NC(C)C	105.0	0.4
CCOCCCNc1nc2ccccc2n2c(CC)nnc12	105.0	0
Cc1cc(C(=O)OCC(=O)Nc2ccccc2C(=O)NC(C)c2ccccc2)no1 (stereo unspecified)	103.0	0.1
COc1ccccc1NC(=O)CSc1ncc2c(n1)-c1cc(Cl)ccc1N(C)S2(=O)=O	108.0	0.1
Nc1nc(CN2CCOCC2)nc2ccccc12	105.0	0.4
CC1CCCC(C)N1C(=O)Cn1cnc(NC(=O)c2cc(-c3ccc(F)cc3)no2)n1 (stereo unspecified)	99.0	-1.4
Cc1ccc(CCNC(=O)c2ccc3c(c2)nc2n3CCC(C)C2)cc1 (stereo unspecified)	108.0	-0.1
CCCC(=O)Nc1nnc(CCC)s1	102.0	0.1
CC(=O)Nc1ccc(C(=O)CSc2nnc(-c3ccccc3)n2-c2ccccc2)cc1	108.0	0.9
O=C(Nc1cccc(Cl)c1)N1CCSc2ccccc21	113.0	1.3
CCN(CC)c1n[nH]nc1-c1cccc(Cl)c1	104.0	0.2
COc1ccccc1-c1nn(CCC(=O)Nc2ccc(C)cc2)c2nc(C)cc(C)c12	109.0	0.3
CC(C)(C)C(=O)CSc1nnc2n(-c3ccccc3)c(=O)c3ccccc3n12	104.0	0.3
COc1ccc(-c2n[nH]c(=S)n2/N=C/c2ccccc2Br)cc1OC	100.0	-0.2
O=c1/c(=C/C=C/c2ccccc2)sc2nc3ccccc3n12	107.0	0.5
Cc1ccc2c(CN3CCN(Cc4ccccc4Cl)CC3)cc(=O)oc2c1	107.0	0
Cc1ccc(NC(=O)Nc2nnc(N(CC(C)C)CC(C)C)s2)cc1Cl	105.0	-0.3
COc1ccc(NS(=O)(=O)c2ccc3c(c2)NC(=O)CCS3)c(OC)c1	110.0	0.5
CNC(=O)NCc1c(F)cccc1Cl	102.0	0.1

Single records, from the list above. Order of values: PV pol inh	PV pol inh FP z-score
CNC(=O)NCc1c(F)cccc1Cl is entered as 102.0	0.1
COc1ccc(-c2n[nH]c(=S)n2/N=C/c2ccccc2Br)cc1OC is entered as 100.0	-0.2

The list goes on.
SMILES	PV pol inh	PV pol inh FP z-score
CCc1ccc(NC(=O)C2NC(=O)CC2c2ccccc2)cc1 (stereo unspecified)	100.0	-0.7
O=C(C1CCCCC1)N1N=C2/C(=C/c3ccco3)CCCC2C1c1ccco1 (stereo unspecified)	110.0	0.8
CC(C)(C)c1ccc2c(c1)OCC(C(=O)O)O2 (stereo unspecified)	96.0	-2.1
O=C1CCCCCN1Cc1n[nH]c(=S)o1	82.0*	-3.2*
NC(=O)CCSc1n[nH]c(=S)s1	101.0	-0.1
COCCn1ccc2c(OCC(=O)NCc3ccc(F)cc3)cccc2c1=O	109.0	0.5
O=C1c2ccccc2-c2c1cnc1c(-c3ccccc3)cnn21	107.0	0.4
COc1ccc(CN2CCCN(Cc3ccc(OC)cc3)C2c2ccc(OC)cc2)cc1	102.0	0.3
O=C(c1cc2c(s1)CCCC2)N1CCN(CCO)CC1	98.0	-1.6
N#C/C(=N\Nc1ccccc1C(F)(F)F)C(=N)N1CCOCC1	99.0	-1.7
Cc1ccc(CNC(=O)CN2N=C(c3ccccc3)CCC2=O)cc1	114.0	0.8
Cc1cccc(NC(=O)COc2ccc3oc4c(c3c2)CCCC4)c1	102.0	-0.9
CCc1ccc(NC(=O)CC#N)cc1	103.0	0.7
CSC1=N/C(=C\c2ccccc2)C(=O)S1	100.0	-0.1
COc1ccccc1CNc1nc2ccc(Cl)cc2n2cnnc12	112.0	1.7
CCc1nn2c(-c3ccco3)ccnc2c1-c1ccc(F)cc1	101.0	-1.1
CCOc1ccc(CCNC(=O)C2CCC(=O)N2C2CCCCC2)cc1OCC (stereo unspecified)	98.0	-0.8
COC(=O)C1CC2=CC(=O)CCC2(C)C2C(O)CC3(C)C(CCC34CCC(=O)O4)C12 (stereo unspecified)	103.0	0.7
COc1ccc(N(C(=O)c2ccc(Cl)cc2)S(=O)(=O)c2ccc(C)cc2)cc1	106.0	0.3
CCc1nc(N=C(N)N)nc2ccc(C)cc12	104.0	0.7
Cc1cc(C)c(Cn2c(=O)n(CCC(=O)NCc3ccc4c(c3)OCO4)c(=O)c3ccccc32)c(C)c1	108.0	0.6
COc1ccc(-n2ccnc(NCc3cccs3)c2=O)cc1OC	109.0	0.5
Cc1ccsc1CN(C(=O)c1ccc(OCC(C)C)cc1)C1CCS(=O)(=O)C1 (stereo unspecified)	117.0	0.1
CCn1nnc2c(N3c4ccccc4CC3C)ncnc21 (stereo unspecified)	102.0	0.1
O=c1oc2ccccc2c(O)c1Sc1ccccc1	96.0	-1.7
Cc1ccccc1OCc1cc(=O)n2c(-c3ccccc3)csc2n1	108.0	0.2
COc1ccc(CCNC(=O)CN2C(=O)COc3ccc(C)cc32)cc1OC	102.0	-0.1
CC(C)(C)c1ccc(C(=O)Nc2cccc(C(F)(F)F)c2)cc1	103.0	0.3
CC1=NN(c2cc(Cl)cc(Cl)c2)C(=O)CC1	105.0	-0.1
CC(C)Cc1nn2c(=O)cc(COC(=O)c3ccccc3NC(=O)c3ccccc3)nc2s1	101.0	-1.2
COC(=O)CSc1nc(N2CCOCC2)c2c(c1C#N)CC(C)(C)OC2	101.0	-0.1
Cc1ccc(NC(=O)C(Cc2ccccc2)NS(=O)(=O)c2ccc3c(c2)c(=O)n(C)c(=O)n3C)cc1 (stereo unspecified)	103.0	0
O=C(COc1ccc(Cl)cc1)Nc1ccc2oc(-c3c(F)c(F)c(F)c(F)c3F)nc2c1	101.0	0.3
O=C(c1cnn2ccccc12)N1CCc2ccccc21	102.0	0.2
CCOC(=O)c1c(SCC(=O)Nc2nc3ccccc3s2)nc(=O)[nH]c1C	100.0	-1
O=C(CN1CCCCCC1=O)OCc1cc(Cl)cc2c1OCOC2	100.0	-0.4
COc1ccc(NC(=O)CCNS(=O)(=O)c2cccc3nonc23)c(OC)c1	100.0	-1.4
O=C(O)c1cccc2c1C(=O)N(C1CCCCC1)C2	101.0	-0.3
COc1ccc(CCNC(=O)CSc2nnc(C)s2)cc1OC	102.0	0.6
OCc1cnc(SCc2cccc(F)c2)n1Cc1ccc(F)cc1	106.0	0.1
CC(=O)N1CC=C2C(C#N)=C(N)C(C#N)(C#N)C(C)C2C1 (stereo unspecified)	98.0	-0.6
COc1ccc(CCNC(=O)c2ccc3c(c2)nc2n3CCC(C)C2)cc1OC (stereo unspecified)	100.0	-1.8
Cc1ccc(NC(=O)C(CC(C)C)N2Cc3ccccc3C2=O)cc1F (stereo unspecified)	107.0	-0.1
COc1ccccc1N(C)S(=O)(=O)c1ccc(C(=O)Oc2ccc(-c3nnco3)cc2)cc1	108.0	0.7
Cc1noc(C)c1CC(=O)N1CCN(S(=O)(=O)c2ccc3c(c2)OCCCO3)CC1	100.0	-0.3
Oc1[nH]c(=S)sc1N=Nc1ccc(F)cc1F	113.0	3
COc1ccc(-c2nn(CO)c(=S)n2-c2ccccc2)cc1	103.0	0.1
c1ccc(-c2cn(-c3ccccc3)c3ncnc(N4CCN(c5ccccc5)CC4)c23)cc1	115.0	1.4
Cc1nnc(SCC(=O)O)n1N	104.0	0.6
c1csc(CNC23CC4CC(CC(C4)C2)C3)c1	105.0	0.4
Cc1cccc(C)c1-n1ncc(C(=O)NC2CCCC2)c1C1CCN(C(=O)OC(C)(C)C)CC1	106.0	0.1
O=C(NN=C1C2CC3CC(C2)CC1C3)c1cccs1	99.0	-0.5
Cc1ccc(N2CCN(S(=O)(=O)c3ccc4[nH]c5c(c4c3)CCCCC5)CC2)c(C)c1	103.0	-1
CCC(C)(C)NC(=O)Cn1c(=O)ccc2cc(S(=O)(=O)N3CCC(C)CC3)ccc21	103.0	-1.1
CC1=C(C(=O)Nc2ccccc2)C(c2ccco2)C(C#N)=C(SCC(=O)Nc2ccccc2)N1 (stereo unspecified)	102.0	0
c1ccc(-c2nonc2NCNc2nonc2-c2ccccc2)cc1	102.0	0.3
CCOc1ccc(NC(=O)CSc2ncc3c(n2)-c2ccc(Cl)cc2N(Cc2ccccc2)S3(=O)=O)cc1	108.0	0.1
N#Cc1c(N)ncc2c1CCCC2	94.0	-3.2
Cc1ccc(NC2=NC(C)(C)N=C(N)N2)cc1	102.0	0
CC(C)C(C(=O)NCc1ccccc1)N1Cc2ccccc2C1=O (stereo unspecified)	101.0	-0.3
Additional entries follow.
SMILES	PV pol inh	PV pol inh FP z-score
O=C1CCC(=O)N1CNc1cc(C(F)(F)F)cc(C(F)(F)F)c1	102.0	-0.1
COc1ccccc1C1C=C(c2cccnc2)Nc2nc3ccccc3n21 (stereo unspecified)	60.0	-15.5
Cc1nnc(SCc2ccc(Cl)cc2Cl)o1	100.0	-0.3
Clc1cc2c(c3ncccc13)OCN(CC1CCCO1)C2 (stereo unspecified)	142.0	5.5
Cc1ccc(NC(=O)C2CCN(S(=O)(=O)c3cccc4nsnc34)CC2)cc1	103.0	-1.9
CCCC(C)C(=O)Nc1ccc(OC)cc1 (stereo unspecified)	100.0	-0.6
CCn1ccc2cc(S(=O)(=O)N3CCC(C(=O)NCc4ccc(F)cc4)CC3)ccc21	110.0	0.9
CCOC(=O)C1CCN(S(=O)(=O)c2cc(-c3cc(C)no3)ccc2OC)CC1	111.0	0.9
Cc1ccc(S(=O)(=O)NCCC(=O)N2CCOCCOCCOCC2)cc1	99.0	-0.3
Cn1cc(S(=O)(=O)N2CCCCCC2)cc1C(=O)N1CCN(c2cccc(Cl)c2)CC1	102.0	-0.9
Brc1cc2c(cc1CSc1nnc(-c3c[nH]c4ccccc34)o1)OCO2	107.0	0.6
COc1ccc2c(c1OC)CN1CCc3cc4c(cc3C1C2)OCO4 (stereo unspecified)	108.0&100.0	0.4&0
Cc1ccc2nc(N(Cc3cccnc3)C(=O)CCc3ccccc3)sc2c1	111.0	1
Cc1cccc(OCc2nnc(SCC(N)=O)o2)c1	100.0	-0.8
Cc1ccc(-n2ncc3c(NC4CCCCC4)ncnc32)cc1C	98.0	-1.4
CC(C)NC(=O)CSc1nc(-c2ccccc2)cc(=O)[nH]1	100.0	-0.1
Cc1ccc(C(=O)COC(=O)CC2CC3CCC2C3)cc1 (stereo unspecified)	102.0	0
OCCNc1ncnc2ccc(Br)cc12	101.0	-0.1
O=C(O)c1cc(-c2ccc(Cl)cc2)cc2ccccc12	102.0	0
CCN=c1scc(-c2ccc(C)cc2)n1/N=C(\C)c1ccc(C)o1	112.0	1.4

Structures from the list above that have an NH in an aromatic ring:
SMILES	PV pol inh	PV pol inh FP z-score
CCN(CC)c1n[nH]nc1-c1cccc(Cl)c1	104.0	0.2
COc1ccc(-c2n[nH]c(=S)n2/N=C/c2ccccc2Br)cc1OC	100.0	-0.2
O=C1CCCCCN1Cc1n[nH]c(=S)o1	82.0*	-3.2*
NC(=O)CCSc1n[nH]c(=S)s1	101.0	-0.1
CCOC(=O)c1c(SCC(=O)Nc2nc3ccccc3s2)nc(=O)[nH]c1C	100.0	-1
Oc1[nH]c(=S)sc1N=Nc1ccc(F)cc1F	113.0	3
Cc1ccc(N2CCN(S(=O)(=O)c3ccc4[nH]c5c(c4c3)CCCCC5)CC2)c(C)c1	103.0	-1
Brc1cc2c(cc1CSc1nnc(-c3c[nH]c4ccccc34)o1)OCO2	107.0	0.6
CC(C)NC(=O)CSc1nc(-c2ccccc2)cc(=O)[nH]1	100.0	-0.1

Remaining list, next part:
SMILES	PV pol inh	PV pol inh FP z-score
Cc1ccc(C)c(N2CCN(C(=O)Cn3c(=O)c4cccn4c4ccc(F)cc43)CC2)c1	110.0	0.6
CCOC(=O)CN1CC23C=CC(O2)C(C(=O)Nc2cccc(F)c2)C3C1=O (stereo unspecified)	100.0	0
CC(C)(C)NC(=O)c1cccc2ccccc12	101.0	0.3
CCc1cccc(NC(=O)Cn2c(C(=O)OC)cc3oc4ccccc4c32)c1	103.0	0.8
Cc1nc2sc(C(=O)NC3CCC(C)CC3)c(C)c2c(=O)[nH]1 (stereo unspecified)	100.0	-0.3
Cc1c(CC(=O)NCCc2ccccc2)c(=O)oc2c(C)c3occ(C(C)(C)C)c3cc12	109.0	0.3
Cc1ccccc1NC(=S)Nc1ccccc1C(=O)Nc1ccc(F)cc1	110.0	0.7
CC(Sc1nc2ncccc2o1)C(=O)N1CCCc2ccccc21 (stereo unspecified)	100.0	-0.6
N#Cc1ccc(C(=O)N2CCCSC2=NCc2ccccc2)cc1	101.0	-0.4
CN(c1ccc(O)cc1)c1nc(S(=O)(=O)c2ccccc2)c(Cl)s1	96.0	-0.9
Cc1ccc(NC(=O)N2CCC(CN3CCCCCC3)CC2)c(Cl)c1	109.0	-0.1
O=C(OCC(=O)N1CCCC1)c1ccccc1Cc1ccccc1	102.0	-0.1
C/C(=N\NC(=O)c1ccc(Cl)cc1)c1ccc(-n2ccnc2)cc1	103.0	0.1
COCCNc1nc(SC)nc(-c2ccccc2)c1C#N	101.0	-0.6
CCc1ccc2c(c1)=C(c1sc(Nc3cccc(Cl)c3C)nc1O)C(=O)N=2	100.0	-0.2
COc1ccc(Nc2nnc(C)c3ccccc23)cc1	102.0	-0.4
COc1ccc(C(=O)N/C=C/n2cnc3cc(C(F)(F)F)ccc32)cc1	100.0	-0.5
COc1cc(NC(=O)c2cnc(N3CCCC3)nc2)cc(OC)c1OC	103.0	1.3
CN(C/C(O)=C(\C#N)c1ccccc1)C1CCCCC1	104.0	0.2
C#CCn1c(=NC(=O)C2CC2)sc2ccccc21	102.0	0
Cn1ccnc1SCc1nc(-c2ccccc2)no1	103.0	0.4
CN(C)c1ccc(C(CNC(=O)c2cccc(C(F)(F)F)c2)N2CCCC2)cc1 (stereo unspecified)	101.0	-0.6
Cc1nnc(Nc2ccccc2)c2c1nnn2Cc1ccccc1Cl	101.0	-0.8
C=CCOc1cccc(CNn2nnnc2N)c1	101.0	-0.2
C=CCNc1nc(C(=O)OCC(=O)N(C2CCCCC2)C2CCS(=O)(=O)C2)cs1 (stereo unspecified)	104.0	0.2
Cc1ccc(C(=O)c2oc3ccccc3c2NC(=O)Cc2coc3cc(C)ccc23)cc1	121.0	0.4
